Screens deposited in PubChem BioAssay by several laboratories.
TRPC4 PAM = allosterically enhances the mouse TRPC4 cation channel | Q9QUQ5 | HEK293 TRPC4beta/mu-opioid, DAMGO EC20, Fluo-4 Ca2+ flux; hits give high values | B-score at 10 µM | actives 0.42% (n = 310,000) | AID 2227;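 active means B-score of calcium response area above 5 SD of library B-scores, with initial fluorescence ratio within 5 SD of library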;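 further: B-score of integrated fluorescence ratio over time as area under calcium response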
MrgX1 antag = human MrgX1 receptor antagonism, primary screen | AID 588676 | Q96LB2 | actives 1.3% (n = 310,000) | MRGX1-HEK293 calcium flux, Fluo-4, BAM8-22 antagonism; hits give low values | B-score at 10 µM;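 active means calcium-response B-score plate-corrected more than 3 library SD below zero, starting fluorescence within 5 deviations, no agonist response on first addition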;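 further: peak minus trough fluorescence over baseline after final BAM8-22 challenge near maximal dose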
Target sequence (Q96LB2 whole entry, looked up): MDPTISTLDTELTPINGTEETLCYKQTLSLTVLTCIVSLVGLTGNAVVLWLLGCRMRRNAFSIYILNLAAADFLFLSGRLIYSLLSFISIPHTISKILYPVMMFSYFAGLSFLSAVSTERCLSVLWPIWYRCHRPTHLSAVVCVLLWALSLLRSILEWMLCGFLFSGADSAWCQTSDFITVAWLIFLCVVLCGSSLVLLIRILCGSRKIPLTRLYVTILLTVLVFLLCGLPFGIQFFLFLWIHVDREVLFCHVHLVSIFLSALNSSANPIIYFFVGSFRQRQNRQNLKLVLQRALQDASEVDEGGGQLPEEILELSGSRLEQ
TMEM16A act = activators or potentiators of mouse TMEM16A chloride channel | HEK293 TMEM16A/YFP-H148Q/I152L, iodide quench fluorescence; hits give low values | actives 0.3% (n = 340,000) | Q8BHY3 | B-score at 10 µM | AID 623877;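 active means fluorescence-ratio B-score plate-corrected deviation score at least 3 library SD below zero, with starting fluorescence score within 5 deviations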;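 further: channel opened by trigger with iodide after compound preincubation; score built on the fluorescence ratio of max minus min over baseline; more negative score means more quench and so TMEM16A activation or potentiation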
TRPC6 activator = activators of mouse TRPC6 channel; actives 0.13% (n = 310,000); AID 2550; HEK293-TRPC6 membrane potential dye fluorescence; hits give high values; B-score at 10 µM; Q61143;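 active means B-score of the integrated fluorescence ratio above library mean plus 3 SD, and starting fluorescence ratio within library mean plus 5 SD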;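 further: higher score means more depolarization so channel activation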
MrgX1 PAM = allosterically activates human MrgX1 receptor signaling | actives 0.63% (n = 310,000) | B-score at 10 µM | AID 588675 | Q96LB2 | MrgX1-HEK293, Fluo-4 calcium flux, FDSS; hits give high values;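 active means plate-corrected calcium response at least 3 library SD above typical, normal starting fluorescence, not activating the receptor alone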;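 further: compound read alongside a low EC10 to EC30 dose of BAM8-22 agonist; peak minus trough fluorescence over baseline measured at the second addition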
TRPC6 inh = blocks the mouse TRPC6 cation channel; AID 2553; HEK293-TRPC6, membrane potential dye, ACh-evoked depolarization; hits give low values; B-score at 10 µM; Q61143; actives 1.1% (n = 310,000);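 active means B-score under library mean minus 3 SD, initial fluorescence not abnormally high, positive integrated signal ratio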;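 further: B-score derived from integrated fluorescence ratio over the kinetic read; more negative B-score means stronger inhibition of depolarization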
TRPC4 block = blocks the mouse TRPC4 cation channel; Q9QUQ5; HEK293 TRPC4beta/mu-opioid, DAMGO-evoked Fluo4 calcium flux; hits give low values; B-score at 10 µM; actives 0.39% (n = 300,000); AID 2247;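 active means B-score over 3 SD under the library average, no early fluorescence shift, positive overall ratio signal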
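test system = HEK293 cells with stable TRPC4beta plus mu-opioid receptor expression | detection = Fluo4 Ca2+ flux fluorescence | read-out = integrated fluorescence ratio relative to baseline, converted to per-well B score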
SKKanGAS inh = blocks kanamycin growth of S. pyogenes SKKanGAS strain; BacTiter-Glo, 6 h; inhibition, % at 7.5 µM; actives 1.3% (n = 300,000); AID 1662;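 active means mean replicate score, as percent of positive control median, at least 50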;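 further: strain carries kanamycin resistance gene driven by streptokinase promoter and grows in 40 µg/ml kanamycin; loss of luminescence reflects streptokinase promoter inhibition or plain growth inhibition; 0% = median of DMSO wells and 100% = positive control at its reference dose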
TRPC4 act = activators of mouse TRPC4 channel. Q9QUQ5. HEK293 TRPC4beta/mu-opioid, Fluo4 calcium fluorescence; hits give high values. B-score at 10 µM. actives 0.49% (n = 310,000);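 active means B-score above 5 SD of library B-scores, and initial fluorescence ratio not above library mean plus 5 SD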;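 further: positive B-score marks a calcium rise read as TRPC4 activation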
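Incubation: 45 min room-temperature Fluo4 loading, 110 s read / System: HEK293 cells stably co-expressing mouse TRPC4beta and mu-opioid receptor / Signal: Fluo4 fluorescence, kinetic / Control set: buffer (low) and maximal DAMGO (high) / Measure: integrated baseline-normalised fluorescence ratio, converted to per-well B score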
MrgX1 ag = human MrgX1 receptor agonism, primary screen; Q96LB2; MrgX1-HEK293 cells, Fluo-4 calcium fluorescence, agonist mode; hits give high values; AID 588627; B-score at 10 µM; actives 0.44% (n = 310,000);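 active means calcium response B-score plate-corrected fluorescence ratio at least 3 library SD, with starting fluorescence B-score inside 5 SD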
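Material: MrgX1-expressing HEK293 cells; input: 15,000 cells per well; doses: test compound given as first of three sequential additions; schedule: overnight plating before 1 h dye loading; technique: Fluo-4 NW calcium-flux fluorescence, kinetic read; evaluation: baseline-normalised fluorescence change ratio, B-scored; control set: plate-wise positive and negative controls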
ANO1 block = inhibitors of mouse TMEM16A calcium-activated chloride channel; actives 1.2% (n = 310,000); HEK293 TMEM16A/YFP iodide influx fluorescence, ionomycin; normalized B-score (activity score, 25-100; higher = stronger inhibition) at 10 µM; AID 588511;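 active means ratio plate-corrected score three or more library SD toward inhibition, starting fluorescence score within five deviations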;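 further: score derived from kinetic fluorescence span divided by baseline fluorescence per well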
An asterisk follows results filed as active; i = inactive; . = not tested or not shown.

Each structure is followed by: TRPC4 PAM | MrgX1 antag | TMEM16A act | TRPC6 activator | MrgX1 PAM | TRPC6 inh | TRPC4 block | SKKanGAS inh | TRPC4 act | MrgX1 ag | ANO1 block
> CN(C)CCNc1oc(-c2cccc(Cl)c2)nc1C#N
    i | i | i | i | i | i | i | -3.1 | i | i | i
> COc1cc(C)c(CN2CCCCC2CO)cc1C (centres undefined)
    i | i | i | i | i | i | i | -8.7 | i | i | i
> Cc1ccc(NC(=O)CC2S/C(=N/c3nccs3)N(C)C2=O)c(C)c1 (centres undefined)
    i | i | i | i | i | i | i | -6.0 | i | i | i
> CC1CC2C3CCC4=CC(=O)C=CC4(C)C3(F)C(O)CC2(C)C1(O)C(=O)CO (centres undefined)
    i | i | i | i | i | i | i | -10.3 | i | i | i
> N/C(=N\OC(=O)Cc1ccc([N+](=O)[O-])cc1)c1ccc([N+](=O)[O-])cc1
    i | i | i | i | i | i | i | -1.3 | i | i | i
> CC1CC(C(=O)Nc2ccccc2)C(=O)O1 (centres undefined)
    i | i | i | i | i | i | i | 3.7 | i | i | i
> CCCn1c2ccc(C)cc2c2nnc(SCCN3CCCCC3)nc21
    i | . | i | i | . | i | i | -8.3 | i | . | .
> COc1nc(N(CC(N)=O)S(=O)(=O)c2ccccc2)nc(C)c1Cl
    i | i | i | i | i | i | i | -1.1 | i | i | i
> CCCc1ccc2oc(C(=O)N(C)Cc3ccn[nH]3)c(C)c2c1
    i | i | i | i | i | i | i | -0.6 | i | i | i
> N#Cc1c(NC(=O)CSc2nc3ccccc3c(=O)n2Cc2ccco2)sc2c1CCCC2
    i | i | i | i | i | i | i | 10.2 | i | i | i
> CC(Oc1ccccc1)C(=O)NC1CCCCCCC1 (centres undefined)
    i | i | i | i | i | i | i | -0.7 | i | i | i
> O=C(NCc1ccc(F)cc1)C1CC(=O)N(Cc2ccco2)C1 (centres undefined)
    i | i | i | i | i | i | i | -9.6 | i | i | i
> CCOc1ccc2oc(=O)cc(CN3CCOCC3)c2c1
    i | -7.27* | i | i | i | i | i | 2.2 | i | i | i
> N#C/C(=C(/O)c1ccc([N+](=O)[O-])cc1)c1nnc2n1CCCCC2
    i | i | i | i | i | i | i | -1.0 | i | i | i
> Cn1nnnc1SCC(=O)N1CCN(c2ccccc2)CC1
    i | i | i | i | i | i | i | -7.0 | i | i | i
> OC1=C(O)c2nc3ccccc3nc21
    i | i | i | i | i | i | i | 2.8 | i | i | i
> CN(CCCC1CCCC1)C(=O)CCc1nnc(-c2ccccc2)o1
    i | i | i | i | i | i | i | 1.0 | i | i | i
> Cc1cccc(OC(C)C(=O)N2CCCc3ccccc32)c1 (centres undefined)
    i | i | i | i | i | i | i | 18.3 | i | i | i
> COc1ccc(OC)c(CNC(=O)C2CCCN(C(=O)N(C)C)C2)c1 (centres undefined)
    i | i | i | i | i | i | i | 3.6 | i | i | i
> Cc1c(NC(=O)C(C)Oc2ncnc3ccccc23)c(=O)n(-c2ccccc2)n1C (centres undefined)
    i | i | i | i | i | i | i | -4.2 | i | i | i
> CC(C)COc1cccc(C(=O)Nc2ccc(CN3CCOCC3)cc2)c1
    i | i | i | i | i | i | i | 0.0 | i | i | i
> Cc1onc(-c2c(Cl)cccc2Cl)c1C(=O)N1CCN(c2ccccc2)CC1
    i | i | i | i | i | i | i | 2.3 | i | i | i
> CCNCC(=O)Nc1c(C)cccc1C
    . | i | i | . | i | . | . | . | . | i | i
> S=C(NCCc1ccccc1)N1CCc2ccccc2C1
    i | i | i | i | i | i | i | 9.4 | i | i | i
> CCOC(=O)C1(Cc2ccccc2)CCCN(C(=O)c2cn[nH]c2)C1 (centres undefined)
    i | i | i | i | i | i | i | -1.0 | i | i | i
> COc1cc(NC(=O)CSc2nc3cc(C)ccc3cc2C)c(C(=O)O)cc1OC
    i | i | i | i | i | i | i | 15.6 | i | i | i
> CC(CNC(=O)c1ccc(N)cc1)NC(=O)c1ccc(N)cc1 (centres undefined)
    i | i | i | i | i | i | i | 2.8 | i | i | i
> O=C(CNC(=O)c1cccc(F)c1)N/N=C/c1cccs1
    i | i | i | i | i | i | i | 0.0 | i | i | i
> COc1ccccc1NS(=O)(=O)c1c(C)nc2sccn2c1=O
    i | i | i | i | i | i | i | -1.7 | i | i | i
> O=C(CSCCO)Nc1ccc([N+](=O)[O-])cc1
    i | i | i | i | i | i | i | 8.6 | i | i | i
> O=C(C1CCN(C2CCN(Cc3ccc4cc(F)ccc4n3)CC2)CC1)N1CCCC1
    i | i | i | i | i | i | i | -7.6 | i | i | i
> O=C(N/N=C/c1sc(N2CCOCC2)nc1-c1ccccc1)c1ccc(O)cc1
    i | i | i | i | i | i | i | 9.4 | i | i | i
> Cc1c(NC(=O)C(C)N2C(=O)c3ccccc3C2=O)c(=O)n(-c2ccccc2)n1C (centres undefined)
    i | i | i | i | i | i | . | -1.2 | i | i | i
> O=C(CSc1ccc(-c2ccco2)nn1)c1ccccc1
    i | i | i | i | i | i | i | 3.7 | i | i | i
> CCS(=O)(=O)N1CCN(C(=O)c2ccc(-c3ccccc3)cc2)CC1
    i | i | i | i | i | i | i | -5.1 | i | i | i
> COc1cc2c(cc1OC)C(C)N(Cc1ccc3c(c1)OCO3)CC2 (centres undefined)
    i | i | i | i | i | i | i | -1.6 | i | i | i
> Cc1ccc(N2CC(c3nc4ccccc4n3C)CC2=O)cc1C (centres undefined)
    i | i | i | i | i | i | i | -2.5 | i | i | i
> COC(=O)c1ccc(CSc2nnc(C)n2N)o1
    i | i | i | i | i | i | i | 2.7 | i | i | i
> CCn1c(SCC(=O)c2ccc(NC(C)=O)c(OC)c2)nnc1-c1ccc(NS(C)(=O)=O)cc1
    i | i | i | i | i | i | i | -3.8 | i | i | i
> COC(=O)C1CN(C(=O)COc2cc(C)c(Cl)c(C)c2)c2ccccc2O1 (centres undefined)
    i | i | i | i | i | i | i | 18.1 | i | i | i
> COc1ccc(OCCCC(=O)NCc2ccco2)cc1
    i | i | i | i | i | i | i | -16.3 | i | i | i
> N#CCCN(C(=O)COC(=O)c1cc(S(=O)(=O)N2CCOCC2)ccc1Cl)c1ccc(F)cc1
    i | i | i | i | i | i | i | -1.9 | i | i | i
> Cc1ccc(NC(=O)CCc2nnc3ccc(NCc4ccco4)nn23)nc1
    i | i | i | i | i | i | i | 2.1 | i | i | i
> CN(CC(=O)Nc1cccc(S(=O)(=O)N(C)C)c1)Cc1ccccc1
    i | i | i | i | i | i | i | -3.5 | i | i | i
> CCCCn1c(N)c(N(CCC(C)C)C(=O)COC(=O)c2ccco2)c(=O)[nH]c1=O
    i | i | i | i | i | i | i | 7.5 | i | i | i
> COc1cccc(-c2cc(C(=O)N3CCN(S(=O)(=O)c4ccccc4)CC3)[nH]n2)c1
    i | i | i | i | i | i | i | -6.7 | i | i | i
> CC(=O)c1ccc(N2CCN(C(=O)c3ccc4nc[nH]c4c3)CC2)cc1
    i | i | i | i | i | i | i | -13.1 | i | i | i
> O=CN1CCN(C(C(=O)NC2CCCC2)c2ccc(Cl)cc2)CC1 (centres undefined)
    i | i | i | i | i | i | i | -5.9 | i | i | i
> CCC(C(=O)NCc1ccco1)n1nc(C)c2c(C)n(-c3ccc(C)cc3)nc2c1=O (centres undefined)
    i | i | i | i | i | i | i | -1.2 | i | i | i
> C=CCOc1ccccc1OCC(O)CNC(C)C (centres undefined)
    . | i | i | . | i | . | . | . | . | i | i
> COc1ccc(S(=O)(=O)N2CCCCCC2)cc1C(=O)NCCOc1ccc(C)cc1
    i | i | i | i | i | -5.51* | i | 32.8 | i | i | i
> CCn1c(O)c(N=NC(=O)CNC(=O)c2ccco2)c2ccccc21
    i | i | i | i | i | i | i | -4.4 | i | i | i
> CCOc1ccc(CN2CCN(CC3=Cc4cccc(OC)c4OC3)CC2CCO)cc1 (centres undefined)
    i | i | i | i | i | i | i | 1.9 | i | i | i
> O=c1[nH]c(-c2ccccc2O)nc2c1CCCC2
    i | i | i | i | i | i | i | 0.1 | i | i | i
> CC(C)Oc1ccc(CCC(=O)N/N=C/c2ccc3c(c2)OCO3)cc1
    i | i | i | i | i | i | i | 5.4 | i | i | i
> CCCCN(C(=O)c1ccc(C)o1)c1c(N)n(CCCC)c(=O)[nH]c1=O
    i | i | i | i | i | i | i | -1.9 | i | i | i
> Cc1cc(C(F)(F)F)nn1CC(=O)NNC(=S)Nc1cccc(Cl)c1
    i | i | i | i | i | i | i | -2.6 | i | i | i
> COc1ccc(C(=O)CN2C(=O)NC3(CCCCC3)C2=O)cc1OC
    i | i | i | i | i | i | i | . | i | i | i
> CCOc1ccccc1Nc1cc(C)nc2nnnn12
    i | i | i | i | i | i | i | 5.5 | i | i | i
> N=C1CCCN1CC(=O)c1ccc(Br)cc1
    i | i | i | i | i | i | i | 0.7 | i | i | i

(continued)
Each structure is followed by: TRPC4 PAM | MrgX1 antag | TMEM16A act | TRPC6 activator | MrgX1 PAM | TRPC6 inh | TRPC4 block | SKKanGAS inh | TRPC4 act | MrgX1 ag | ANO1 block
> Cc1ccc(-n2ccc(=O)c(C(=O)Nc3ccc(S(=O)(=O)Nc4nccs4)cc3)n2)cc1
    i | i | i | i | i | i | i | 8.1 | i | i | i
> Cc1c(OC(C)C(=O)NCC(O)c2ccccc2)ccc2c3c(c(=O)oc12)CCCC3 (centres undefined)
    i | i | i | i | i | i | i | -4.9 | i | i | i
> CC(=O)Nc1ccc(NC(=O)C(C)OC(=O)/C=C/c2cn(-c3ccccc3)nc2-c2cccnc2)cc1 (centres undefined)
    i | i | i | i | i | i | i | 16.7 | i | i | i
> CN(C)CCSc1nc(-c2ccccc2)nc2c1CCC2
    i | i | i | i | i | i | i | -7.9 | i | i | i
> O=C(CCC(=O)N(CC(=O)NC1CCCC1)c1ccc(F)cc1)Nc1nccs1
    i | i | i | i | i | i | i | 4.7 | i | i | i
> COc1ccc(Nc2cc(C(=O)NCc3cccnc3)c3ccccc3n2)c(OC)c1
    i | i | . | i | i | i | i | -6.6 | i | i | i
> c1csc(-c2noc(CN3CCN4CCCC4C3)n2)c1 (centres undefined)
    i | i | i | i | i | i | i | -1.9 | i | i | i
> COc1ccc(C(=O)Nc2ccc(Nc3ccccc3)cc2)cc1OC
    i | i | i | i | i | i | i | -4.0 | i | i | i
